TRAIL sens C8 – viability loss with TRAIL in NB7+C8 cells, primary screen, TRAIL sensitizer project, cell-based, ATPlite luminescence. AID 624354, 2012. 360,000 compounds, 1% hits. inhibition (viability loss, TRAIL sensitization), % at 10 µM;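 active = compounds causing at least 50% loss of cell viability in the single-dose screen, relative to plate controls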
TWEAK Fn14 block – inhibitors of TWEAK-Fn14 signaling, primary screen, luciferase reporter cells, uHTS | TWEAK-stimulated Fn14 reporter cells, luciferase luminescence, 8 h | inhibition, % at 10 µM | 360,000 compounds, 2% hits; in the data active = inhibition above about 50%
NR5A2 inv ag – LRH-1 (NR5A2) inverse agonists, primary screen, cell-based, luminescence, HEK293T, StAR-luciferase reporter; Nuclear receptor subfamily 5 group A member 2 (Homo sapiens), O00482; LRH-1 transfected, 24 h; inhibition, % at 3.6 µM; 360,000 compounds, 0.13% hits;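 active = inhibition above the mean inhibition of all tested compounds plus 3 SD, cut at about 73% in these data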;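 also: 0% = DMSO wells and 100% = reporter-only cells lacking LRH-1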
Target sequence (O00482 whole entry, looked up): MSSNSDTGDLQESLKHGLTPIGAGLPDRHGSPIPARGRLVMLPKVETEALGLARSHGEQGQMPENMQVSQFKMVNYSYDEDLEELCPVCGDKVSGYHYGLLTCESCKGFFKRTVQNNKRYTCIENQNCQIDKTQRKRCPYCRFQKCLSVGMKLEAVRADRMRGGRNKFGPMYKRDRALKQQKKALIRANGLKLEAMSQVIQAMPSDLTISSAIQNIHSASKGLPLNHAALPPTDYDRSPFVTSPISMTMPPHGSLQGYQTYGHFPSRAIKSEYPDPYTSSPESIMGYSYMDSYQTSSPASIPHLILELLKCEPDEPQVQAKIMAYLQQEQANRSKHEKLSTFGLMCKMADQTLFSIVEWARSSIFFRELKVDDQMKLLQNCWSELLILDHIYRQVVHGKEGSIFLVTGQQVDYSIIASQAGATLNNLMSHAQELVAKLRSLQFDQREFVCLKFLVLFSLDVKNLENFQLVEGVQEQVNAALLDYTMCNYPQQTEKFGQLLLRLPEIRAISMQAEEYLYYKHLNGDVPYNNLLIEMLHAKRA
TROY signal inh – inhibitors of TROY-driven NF-kB signaling, primary screen, Q293 LMP1-TROYcd cells, NF-kB luciferase, uHTS; Q293 LMP1-TROYcd NF-kB luciferase reporter, 4 h; inhibition, % at 10 µM; 360,000 compounds, 0.98% hits; AID 1347056, 2019;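 active = compounds whose plate-normalised and pattern-corrected inhibition of the luciferase reporter signal at the single screening dose is 50% or more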
NCOA1 inh – SRC1 coactivator transcriptional activity inhibitors, primary screen, cell-based, luminescence | HEK293 GAL4-SRC1 luciferase reporter | inhibition, % at 3.6 µM | 360,000 compounds, 0.12% hits;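 active = inhibition above the campaign mean plus 3 SD, with each screening campaign given its own cutoff, cut at about 60% in these data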;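 also: 0% = DMSO treated cells and 100% = gossypol at 36 µM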
CF NFkB inh – inhibitors of PAF-induced NF-kB signaling, primary screen, cell-based, GFP fluorescence, uHTS; KKLEB NF-kB-GFP reporter, GFP fluorescence overnight; inhibition, % at 5 µM; 360,000 compounds, 0.86% hits; AID 588850, 2011;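 active = at least 50% inhibition at 5 µM, scaled per plate between neutral and stimulator controls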;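 also: PAF is a Pseudomonas aeruginosa culture filtrate used as stimulus; plate controls were PAF-stimulated DMSO wells for no effect and unstimulated DMSO wells for full effect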
NR2F2 inh – NR2F2 transcriptional activity inhibitors, primary screen, cell-based, luciferase reporter, HEK293T, luminescence; COUP transcription factor 2 (Homo sapiens), P24468; HEK293T NGFI-A luciferase reporter; inhibition, % at 8.6 µM; 370,000 compounds, 0.7% hits; AID 686940, 2013;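 active = inhibition above a per-plate cutoff, mean inhibition of test wells between control levels plus 3 SD, cut at about 38% in these data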;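 also: cells cotransfected with COUP-TFII expression vector driving the NGFI-A reporter; 0% = median of COUP-TF2 test wells and 100% = reporter-only cells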
Target sequence (P24468 whole entry, looked up): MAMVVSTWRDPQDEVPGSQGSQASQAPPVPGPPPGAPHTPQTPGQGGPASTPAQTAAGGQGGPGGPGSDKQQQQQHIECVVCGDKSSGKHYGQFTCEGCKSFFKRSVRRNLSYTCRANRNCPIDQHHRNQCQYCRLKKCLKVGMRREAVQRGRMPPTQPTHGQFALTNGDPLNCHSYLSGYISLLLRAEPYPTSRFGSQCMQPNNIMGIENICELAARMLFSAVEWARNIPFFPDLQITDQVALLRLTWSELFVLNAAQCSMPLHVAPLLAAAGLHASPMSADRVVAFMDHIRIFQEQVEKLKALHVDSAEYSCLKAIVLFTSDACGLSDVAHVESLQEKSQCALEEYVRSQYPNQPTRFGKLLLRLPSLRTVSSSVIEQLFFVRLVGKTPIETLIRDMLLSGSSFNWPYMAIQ
KKLEB cytotox – cytotoxicity in KKLEB CF airway cells, primary screen, cytotoxicity control for CF NF-kB inhibitor project, cell-based, uHTS, fluorescence assay plates; KKLEB CF airway cells viability, ATPlite luminescence, overnight; stronger effect = lower value; cells stimulated with P. aeruginosa culture filtrate; activity change (cytotoxicity), % at 5 µM; 360,000 compounds, 0.36% hits;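 active = corrected activity change at or below -50% at 5 µM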
SRC2 inh – inhibition of GAL4-SRC2 driven luciferase reporter, primary screen, SRC2 inhibitor project, cell-based, luminescence; HEK293 GAL4-SRC2 luciferase reporter; 370,000 compounds, 0.17% hits; inhibition, % at 9 µM;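 active = inhibition above the mean inhibition of all tested compounds plus 3 SD, set per campaign, cut at about 52% in these data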;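 also: 0% = DMSO treated cells and 100% = cells given Gossypol at 36 µM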
SRC3 inh – SRC3 coactivator transcriptional activity inhibitors, primary screen, cell-based, luminescence | Nuclear receptor coactivator 3 (Homo sapiens), Q9Y6Q9 | HEK293 GAL4-SRC3 luciferase reporter | inhibition, % at 3.6 µM | 360,000 compounds, 0.17% hits;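 active = inhibition above a per-campaign cutoff, the mean of all compounds plus 3 SD, cut at about 60% in these data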;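 also: 0% = DMSO-treated cells and 100% = gossypol-treated cells at 36 µM; higher means less SRC3-driven luciferase light from the GAL4 reporter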
LMP1 NFkB inh – EBV LMP1-driven NF-kappaB luciferase reporter inhibitors, primary screen, cell-based, luminescence, single point; LMP1-induced NF-kappaB luciferase reporter cells; inhibition, % at 12.5 µM; 350,000 compounds, 0.69% hits; AID 504558, 2011; in the data active = inhibition above about 41%;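 also: 0% = neutral control wells and 100% = reference inhibitor control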
The depositor's hits bear a star; nt = no result given.

Start of the data: the first 2 compounds (preview)
nr	Compound	TRAIL sens C8	TWEAK Fn14 block	LMP1 NFkB inh	NCOA1 inh	TROY signal inh	SRC3 inh	SRC2 inh	NR5A2 inv ag	NR2F2 inh	CF NFkB inh	KKLEB cytotox
1	c1ccc(CSc2nnc3ccc(-c4cccs4)nn23)nc1	-6	-4	0	-29	0	8	-16	-31	-3	-4	-3
2	c1ccc2c(c1)oc1c(Nc3ccc4c(c3)OCCO4)ncnc12	16	67*	-13	-115	-39	-74	-78	-178	-52	47	-18

The whole of this part, from the first entry:
nr	Compound	TRAIL sens C8	TWEAK Fn14 block	LMP1 NFkB inh	NCOA1 inh	TROY signal inh	SRC3 inh	SRC2 inh	NR5A2 inv ag	NR2F2 inh	CF NFkB inh	KKLEB cytotox
1	c1ccc(CSc2nnc3ccc(-c4cccs4)nn23)nc1	-6	-4	0	-29	0	8	-16	-31	-3	-4	-3
2	c1ccc2c(c1)oc1c(Nc3ccc4c(c3)OCCO4)ncnc12	16	67*	-13	-115	-39	-74	-78	-178	-52	47	-18
3	O=C(CN1C(=O)c2ccccc2C1=O)Nc1ccc(S(=O)(=O)N2CCOCC2)cc1	0	5	-10	-5	-6	5	-15	-24	-14	-5	-10
4	COCCn1c(=N)c(S(=O)(=O)c2ccc(F)cc2)cc2c(=O)n3ccccc3nc21	-6	-12	-6	-29	-11	-2	6	10	-4	-5	-5
5	CCOC(=O)c1c(-c2ccccc2)csc1NC(=O)CSc1nc(N)cc(N)n1	28	86*	-17	15	44	3	21	9	61*	11	-9
6	COc1ccc(OC)c(C2SCCN2S(C)(=O)=O)c1 (stereo not drawn)	-2	-2	-3	-21	9	16	16	5	12	1	-2
7	O=C1C2C(c3ccccc3)C=CC(c3ccccc3)C2C(=O)N1c1cccnc1 (stereo not drawn)	13	0	11	-2	7	23	-11	1	-3	-14	20
8	CCOC(=O)c1cc2c(=O)n3cccc(C)c3nc2n(CC(C)C)c1=NC(=O)c1ccco1	-10	-20	9	6	-5	5	8	-5	-10	-24	-10
9	CCC(=NCCc1ccccc1)C1=C(O)CCC1=O	2	-5	-4	-3	-6	10	-3	-8	2	3	15
10	C=CCn1c(CNS(=O)(=O)c2ccc(Br)cc2)nnc1SC	-3	8	-4	1	3	6	18	-25	-18	-30	8
11	Cc1noc(C)c1CN(C(=S)NC(C)C)c1ccccc1	-15	8	7	-5	5	9	7	2	-2	-6	0
12	CC1CCCCC1NC(=O)c1ccc(N2CCCC2=O)cc1 (stereo not drawn)	-1	22	-24	-30	-5	-19	-32	-37	-10	13	-4
13	CSc1ccccc1C(=O)OCC(=O)NC1CC1	-2	15	-10	3	-3	-13	-4	12	1	0	8
14	O=C(CSc1nnc(Nc2ccccc2)s1)NCC1CCCO1 (stereo not drawn)	-5	-9	0	-6	-10	8	-29	6	4	-1	-1
15	CCc1nn(CC(=O)Nc2ccc(Br)c(C)c2)c(=N)s1	3	-1	5	-3	-8	8	-17	18	-20	-5	-13
16	CC(=O)N1CC=C2C(C#N)=C(N)C(C#N)(C#N)C(C)C2C1 (stereo not drawn)	-3	23	7	10	20	8	16	27	5	18	-4
17	O=C(COC(=O)COc1ccccc1)NCCc1ccccc1	-9	5	-22	29	17	0	5	7	-9	3	-1
18	CN(C)/C=C(\C#N)C(=O)c1cccnc1Oc1cccc(F)c1	6	-2	11	-12	-19	14	-12	-9	-4	12	-6
19	COc1cc2cc(CN(Cc3cccnc3)C(=O)Nc3ccccc3)c(=O)[nH]c2cc1OC	-3	5	2	-1	17	3	-21	12	12	-29	2
20	COC(=O)C1=C(C(=O)OC)[C@@H]2N(C)c3ccccc3[C@@]23C[C@@H](C(=O)OC)N(C(=O)C2CCC2)C3=N1	2	-4	0	5	1	-6	-19	-6	0	4	4
21	Nc1nc(NCc2cccs2)nn1-c1ccccc1	-4	-4	1	-45	-41	-15	-20	-33	0	-1	12
22	Clc1ccc(C2CSc3c4ncnc-4ncn32)cc1 (stereo not drawn)	-3	18	3	5	0	9	-67	-4	7	-7	11
23	C(=N\n1cnnc1)/c1cccn1-c1ccccc1	4	2	4	12	-17	11	3	13	9	-9	-1
24	O=C(Nc1ccc(F)c(Cl)c1)N1CCCC1	0	-1	11	1	-6	-7	-5	-22	-1	5	6
25	O=C(NCC1CCCO1)c1ccc(NS(=O)(=O)c2ccccc2)cc1 (stereo not drawn)	-4	-3	-4	-2	12	1	-19	15	-12	7	6
26	Cc1ccc(C(=O)N/C(=C\c2ccccc2)C(=O)NCc2cccnc2)cc1	6	9	6	-13	-16	17	-13	9	4	3	4
27	Cc1cc(C2=NNC(=NC3CC3)SC2)c(C)n1-c1ccccc1	79*	96*	74*	84*	47	86*	80*	77*	52*	-10	-14
28	O=C(NCCN1CCOCC1)c1ccc(NS(=O)(=O)c2cccc([N+](=O)[O-])c2)cc1	0	4	14	-3	1	-6	-19	17	-9	-10	9
29	CCCCS(=O)(=O)N1CCCC(C(=O)Oc2ccccc2)C1 (stereo not drawn)	-3	1	-7	0	-9	2	14	10	-18	-3	4
30	Cc1ccc(NS(=O)(=O)c2ccc3c(c2)NC(=O)C(C)C(=O)N3)cc1C (stereo not drawn)	7	-1	0	-1	12	-6	2	23	15	15	-4
31	CC(C)Oc1ccc(-c2cc(=O)[nH]c(=O)[nH]2)cc1	-14	-5	-3	-25	-10	-23	-32	-30	-7	3	-4
32	Cc1ccc(S(=O)(=O)N(C)C)cc1NC(=S)NCCc1ccccn1	0	-8	-7	8	16	10	11	3	16	4	7
33	COc1ccc(S(=O)(=O)N2CCC(C(=O)NC3CCCCC3)CC2)cc1OC	-2	-2	1	7	18	-4	0	-5	-19	12	15
34	CC1CCN(S(=O)(=O)c2cc(C(=O)NC3(C)CCS(=O)(=O)C3)ccc2Br)CC1 (stereo not drawn)	-1	2	-2	-12	16	11	-1	-14	5	9	-8
35	CCN(CC(=O)Nc1c(F)cccc1F)C(=O)c1ccc(S(=O)(=O)N(CC)c2ccccc2)cc1	10	-11	0	-18	-4	-6	-10	-6	12	-8	9
36	O=C(Cc1ccc(Br)cc1)Nc1ccc(S(=O)(=O)Nc2ncccn2)cc1	-16	6	3	8	-2	-6	-9	-2	16	8	5
37	CCN(CC)S(=O)(=O)c1cc(C(=O)OCC(=O)NC2CCCc3ccccc32)ccc1C (stereo not drawn)	3	-13	-2	13	-1	12	5	0	14	9	-1
38	Cc1ccc(C(=O)N2N=C3c4ccccc4S(=O)(=O)N3[C@H]2N(C)C)cc1	1	-23	-1	3	-4	0	-9	-2	-27	15	8
39	COC(=O)c1sc(NC(=O)Cc2cccs2)nc1C	-3	5	-7	-23	-28	-25	-11	-39	-37	-3	5
40	CCOC(=O)/C(=N\Nc1ccc(Cl)cc1)Sc1nnc(-c2ccc(OC)cc2)n1C	-3	-22	-2	7	10	4	-7	16	11	-24	-3
41	O=C(Nc1ccccn1)c1ccc(Cl)c(S(=O)(=O)N2CCOCC2)c1	7	16	-6	2	16	-3	-13	0	0	-2	10
42	Cc1nc(C)c(CCNC(=O)c2ccccc2Br)s1	-3	2	7	1	-9	0	10	3	15	5	2
43	CC(=O)NCCN=Cc1sc2ccccc2c1O	-1	-5	-16	-9	37	-17	-1	-10	-4	-10	7
44	O=C(Cc1ccc([N+](=O)[O-])cc1)NCc1cccnc1	-6	-11	7	-9	-1	-17	7	2	-3	17	2
45	CC(C)(CCl)C(=O)Nc1ccnc(-c2ccncc2)n1	24	2	-4	-2	-5	-24	-23	-11	-1	-10	-14
46	COCc1cc(=O)[nH]c(Sc2c(-c3ccccc3)c3ccc(Cl)cc3[nH]c2=O)n1	17	8	-6	16	6	-8	22	13	3	7	6
47	CC1Oc2ccccc2N(CC(=O)N(Cc2ccccc2)Cc2ccccn2)C1=O (stereo not drawn)	-9	4	3	-4	3	12	-4	20	-9	-6	14
48	O=C(/C=C/c1ccco1)NCc1ccccn1	-7	4	4	-13	6	11	-26	8	1	-1	9
49	OCC1(CC2CCCCO2)CCN(C/C=C/c2ccccc2)CC1 (stereo not drawn)	3	-11	2	-4	-25	19	-10	15	-10	-6	4
50	O=C(CCCCn1c(=O)[nH]c2ccccc2c1=O)NC1CCN(Cc2ccccc2)CC1	-1	0	3	-3	6	-8	10	16	0	-12	-4

(further entries)
nr	Compound	TRAIL sens C8	TWEAK Fn14 block	LMP1 NFkB inh	NCOA1 inh	TROY signal inh	SRC3 inh	SRC2 inh	NR5A2 inv ag	NR2F2 inh	CF NFkB inh	KKLEB cytotox
51	Cc1sc(N)nc1-c1c(C)n(C)c2ccccc12	-14	6	6	-7	1	-9	-9	7	1	-9	10
52	COc1cc(S(C)=O)ccc1-c1nc2ncccc2[nH]1 (stereo not drawn)	9	3	3	-5	-9	4	-1	-13	14	-14	-7
53	COc1ccc(N2C(=O)CSC23CCCCC3)cc1	12	21	-6	-1	-17	-2	-16	-12	-6	12	0
54	COc1ccccc1NC(=S)NC(=O)/C=C/c1ccco1	-2	-14	6	-5	13	6	-7	-6	8	-7	9
55	CCCCn1cnc2c(SCc3ccc([N+](=O)[O-])cc3)nc(N)nc21	16	8	1	0	-9	-9	-16	-34	-8	5	-17
56	O=C(COC(=O)Cc1c(F)cccc1Cl)NC(=O)c1ccccc1	10	-31	4	-8	-31	-15	-2	12	9	3	1
57	CC1(C)NC(=O)N(CCCCOc2ccc(Cl)cc2)C1=O	5	14	2	16	-5	6	-41	11	3	-18	-18
58	COC(=O)c1ccc(CNC(=O)[C@@H]2CCCN2S(=O)(=O)c2ccccc2F)cc1	2	-5	6	-5	2	12	3	-1	-5	10	5
59	CCn1ccc(C(=O)Nc2sc3c(c2C(=O)OC)CCC3)n1	14	-14	7	2	-7	10	-2	-6	19	-8	14
60	O=C(CSc1ncc(-c2ccc(F)cc2)n1Cc1ccco1)Nc1ccc2c(c1)OCO2	7	6	-9	-42	-22	-33	-20	-37	-33	7	-1
61	CC(=O)Nc1cc(-c2ccc(N)nc2)cn2c(-c3cccc(C(F)(F)F)c3)cnc12	13	11	nt	2	0	7	-2	25	0	-48	-15
62	COc1ccc(Nc2ccc(N3C(=O)CCC3=O)cc2[N+](=O)[O-])cn1	-16	-1	2	-20	12	4	-17	-1	24	22	3
63	COc1ccc(N(CC(=O)Nc2ccccc2C(N)=O)S(=O)(=O)c2ccc(C)c([N+](=O)[O-])c2)cc1	-8	4	-2	-31	-19	-22	7	-20	10	1	-5
64	Cc1[nH]n(-c2ccc([N+](=O)[O-])cc2)c(=O)c1C=NCCN1CCN(C(=O)c2ccc(Br)cc2)CC1	25	-1	8	-16	-18	-1	-15	6	3	0	-12
65	C=CCn1c(SCC(=O)NC(=O)c2cccc([N+](=O)[O-])c2)nnc1-c1ccccc1	-6	8	9	-3	5	4	-12	-6	23	12	-5

From PubChem BioAssay
